MEKK2 WT-MEK5: raises or lowers MEK5 binding to wildtype human MEKK2 PB1 domain | 1.1% of 290,000 active | AID 1531 | Q9Y2U5 | bead flow cytometry, Alexa488-MEK5 binding to MEKK2 WT; actives lie on both sides | binding response (% of control), % at 10 µM; in the data active = binding response below about 67% or above about 130%
FID counter: counter-screen for HCV NS3 helicase inhibitors: DNA intercalator displacement; DNA fluorescent intercalator displacement, fluorescence; inhibition, % at 7.9 µM; 0.17% of 290,000 active; AID 1845; in the data active = inhibition above about 37%;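 also: 0% = vehicle and 100% = reference compound; higher means more ethidium bromide displaced from hairpin DNA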
PHOSPHO1 inh: inhibitors of human PHOSPHO1 phosphatase; inhibition, % at 13.3 µM; 1.1% of 290,000 active; Q8TCT1; recombinant PHOSPHO1, absorbance phosphatase assay; AID 1565; in the data active = inhibition above about 60%
NALP1 inh: inhibitors of NALP1 inflammasome in yeast. S. cerevisiae NALP1/ASC/caspase-1 growth, X-gal OD620, 72 h. inhibition, % at 10 µM. 0.61% of 280,000 active. AID 2071; in the data active = inhibition mostly above about 24%, no sharp cut-off; inactive = mostly below about 32%; also: some compounds called inactive have numbers as strong as hits
MEKK3 PB1 HTS: modulators (inhibitors or enhancers) of MEK5 binding to human MEKK3 PB1 domain; Q99759; binding response (% of control), % at 10 µM; 1.4% of 290,000 active; bead-based flow cytometry, Alexa488-MEK5 binding to MEKK3; actives lie on both sides; 0 = blocked by unlabeled MEK5, 100 = vehicle;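 active = binding response more than 3 SD above or below the average of its plate-row segment, actives on both sides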;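 also: Alexa488 bead fluorescence after subtracting the streptavidin-only scavenger bead signal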
Target sequence (Q99759 whole entry, looked up, the tested form may be a part): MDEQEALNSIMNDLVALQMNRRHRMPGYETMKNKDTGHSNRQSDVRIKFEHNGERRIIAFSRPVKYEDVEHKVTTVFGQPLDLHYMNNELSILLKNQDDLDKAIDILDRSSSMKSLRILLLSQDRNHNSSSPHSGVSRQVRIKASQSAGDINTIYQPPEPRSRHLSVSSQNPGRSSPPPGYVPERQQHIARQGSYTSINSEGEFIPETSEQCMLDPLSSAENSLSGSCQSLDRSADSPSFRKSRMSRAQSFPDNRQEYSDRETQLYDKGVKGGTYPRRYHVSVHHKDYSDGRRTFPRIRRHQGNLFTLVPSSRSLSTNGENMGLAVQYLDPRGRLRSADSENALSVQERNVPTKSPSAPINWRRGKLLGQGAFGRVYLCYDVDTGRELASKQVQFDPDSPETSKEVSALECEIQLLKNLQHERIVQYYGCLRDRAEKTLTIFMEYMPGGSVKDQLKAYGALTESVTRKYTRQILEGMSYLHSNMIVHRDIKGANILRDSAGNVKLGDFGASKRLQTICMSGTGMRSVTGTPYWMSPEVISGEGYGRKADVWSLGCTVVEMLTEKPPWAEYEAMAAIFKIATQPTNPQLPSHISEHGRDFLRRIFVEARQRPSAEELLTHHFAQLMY
GPR7 antag: blocks human GPR7 receptor signaling; 1.1% of 290,000 active; GPR7-expressing cells, fluorescence antagonist assay; AID 1861; inhibition, % at 4.4 µM; P48145; in the data active = inhibition above about 16%, passing the limit was not always enough;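 also: cells stimulated with the agonist NPW; 0% = agonist with vehicle and 100% = vehicle without agonist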
M18AAP inhibitor: blocks P. falciparum M18 aspartyl aminopeptidase | recombinant PfM18AAP, H-Glu-NHMec fluorogenic cleavage | 1.2% of 290,000 active | inhibition, % at 7.35 µM;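 active = inhibition above the campaign mean inhibition over all tested compounds plus 3 SD, cut at about 28% in these data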;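 also: 0% = plate median of test compound wells and 100% = 2 mM ZnCl2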
OXTR agonist: human OXTR agonism. 0.32% of 320,000 active. activation, % at 3 µM. P30559. AID 2435. CHO-OTR cells, Fluo-8 calcium fluorescence; normalized: DMSO 0%, oxytocin 100%;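 active = activation above the mean of all tested compounds plus 3 SD, cutoff set per screening run, cut at about 20% in these data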;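 also: peak over basal fluorescence ratio from a 100 s FLIPR kinetic read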
Target sequence (P30559 whole entry, looked up): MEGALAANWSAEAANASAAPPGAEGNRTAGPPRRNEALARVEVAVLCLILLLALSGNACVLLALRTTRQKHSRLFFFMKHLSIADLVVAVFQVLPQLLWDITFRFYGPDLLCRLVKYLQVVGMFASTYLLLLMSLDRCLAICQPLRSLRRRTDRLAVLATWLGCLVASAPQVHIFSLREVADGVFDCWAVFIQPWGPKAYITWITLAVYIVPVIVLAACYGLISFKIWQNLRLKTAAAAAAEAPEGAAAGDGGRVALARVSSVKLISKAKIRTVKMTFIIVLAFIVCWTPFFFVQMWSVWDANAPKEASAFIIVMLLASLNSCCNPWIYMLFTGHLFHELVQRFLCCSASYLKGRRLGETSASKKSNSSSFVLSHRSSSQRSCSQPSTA
MEKK2mut PB1 HTS: signal of MEK5 binding to mutant human MEKK2 PB1 domain | bead flow cytometry, Alexa488-MEK5 binding to MEKK2 mutant | 0.35% of 290,000 active | percent response, % at 10 µM; in the data active = percent response above about 24%, passing the limit was not always enough; also: inactives centre near 1; some results filed as inactive read as strong as hits; reference of the scale not given here
Active calls of the source: *; · = no result given. Rows are unselected; overall some 6.2% were active at least once.

Order of results: MEKK2mut PB1 HTS, MEKK2 WT-MEK5, MEKK3 PB1 HTS, OXTR agonist, GPR7 antag, PHOSPHO1 inh, M18AAP inhibitor, NALP1 inh, FID counter
COC(=O)/C=C1\C(=O)N(c2nc3ccc(OC)cc3s2)C(=S)N1c1ccc(F)cc1
 : ·, ·, ·, 0.5, -15, 21, -1, 24, 0
COc1cc(/C=C2\SC(=O)N(CC(=O)Nc3ccc(C)cc3)C2=O)cc(Cl)c1OCC(=O)O
 : -2, 93, 96, 0.1, -5, -16, 7, 7, 13
CCCCNC(=O)c1onc(CSc2ccc(F)cc2)c1C(=O)O
 : 3, 106, 102, 0.3, 7, 3, -8, -10, -23
CCOC(=O)N1CCN(c2cc3nccnc3cc2F)CC1
 : 6, 100, 102, -0.5, 9, 4, -10, 2, -6
O=C(Cn1cc(C(F)(F)F)cc(Cl)c1=O)NCc1ccc(F)cc1
 : -1, 102, 102, 0.8, -6, 36, 0, 8, -6
O=C(CN1C(=O)c2ccccc2C1=O)Nc1ccccc1
 : 7, 102, 105, 0.6, -16, ·, 2, 5, 0
O=C(CCN1CCOCC1)Nc1ccc(Cl)cc1
 : 11, 106, 106, 0.8, -9, 3, -11, 15, 2
Cc1ccc(S(=O)(=O)N2CCOC2CNC(=O)C(=O)NCc2ccc(Cl)cc2)cc1 (stereo unspecified)
 : 2, 100, 96, 0.2, 6, -10, -3, 4, -30
Oc1ccc(C=Nc2ccc3ncccc3c2)c(O)c1
 : -6, 96, 92, -0.3, -23, 10, 16, 28, -1
Cc1c(C(=O)N2CCCC2)sc(NC(=O)c2ccco2)c1C#N
 : 2, 96, 89, -0.4, -12, -6, 8, 16, -15
O=C(c1cc(COc2ccc3c(c2)CCCC3)on1)N1CCCC1
 : 5, 104, 103, -0.7, -12, 47, 10, 9, -30
Cc1cc(C)c(NC(=O)CN2CCN(C)CC2)c(C)c1
 : 4, 102, 106, -0.3, ·, -5, ·, -3, ·
C/C(=N\NC(=O)c1ccc(CSc2nncn2C)cc1)c1ccc(C#N)cc1
 : 18, 99, 101, -0.4, -1, -1, -4, 13, -12
CC(C)n1cc(C(=O)N2CCCC(N3CCN(c4cccc(Cl)c4)CC3)C2)cn1 (stereo unspecified)
 : 4, 102, 101, ·, -1, 51, 0, 7, -36
CN(C)/C=N/c1nc2ncc(-c3ccc(Cl)cc3)c(/N=C/N(C)C)n2n1
 : -4, 99, 101, -0.2, 2, 16, 4, -6, 1
C/C(=N\NC(=O)c1cccc(S(=O)(=O)N2CCOCC2)c1)c1cc2ccccc2o1
 : 9, 111, 104, -1.7, -13, 30, -4, ·, -4
O=C1C2ON(c3ccc(Cl)cc3)C(c3ccco3)C2C(=O)N1c1ccccc1 (stereo unspecified)
 : 3, 104, 102, 0.5, -2, 12, 1, 12, -9
CCC(C)NC(=O)CNC(=S)N(Cc1ccc(F)cc1)C1CCCCC1 (stereo unspecified)
 : 0, 104, 113, -2.4, 16, -9, -3, 2, -39
CCCN1C2CCCC1CC(NC(=S)NCCCOCC)C2 (stereo unspecified)
 : -1, 102, 103, -0.5, -11, -11, 1, 6, 3
CC(=O)N1c2ccc(S(=O)(=O)N(C)CC(=O)N(C)Cc3ccccc3)cc2CC1C (stereo unspecified)
 : 0, 104, 104, 2.3, -11, 0, -1, 5, -37
CC(C)(C)c1ccc(OCC(O)CN2CCN(c3ccccn3)CC2)cc1 (stereo unspecified)
 : 0, 96, 99, 0.8, -14, 6, -1, 13, 8
COc1cc(C2CC(=O)c3cnc(N)nc3C2)cc(OC)c1OC (stereo unspecified)
 : 7, 101, 111, 0.0, 4, 15, 0, 15, -3
O=C(CN1C(=O)C2(OCCO2)c2ccccc21)c1ccc(Cl)cc1
 : -10, 87, 80, -0.9, 15, -6, 1, 13, -14
NC(=O)CC12CC3CC(C1)CC(CC(N)=O)(C3)C2
 : 4, 105, 100, 0.3, -6, 9, -10, 3, 2
CCOc1ncccc1C(=O)OCc1ccc(C#N)cc1
 : 8, 111, 99, -2.3, -1, -1, 0, 31, -8
COc1ccc(/C=N/Nc2nc(=O)[nH]nc2C)cc1OC
 : 1, 99, 98, -0.2, -18, 2, 1, -18, -9
CCOC(=O)N1CCN(CC(=O)Nc2c(C(=O)OC)[nH]c3ccc(Cl)cc23)CC1
 : ·, ·, ·, -1.7, -4, -40, 0, 6, -14
c1ccc(Nc2nc(-c3ccncc3)cs2)cc1
 : 11, 108, 103, -2.3, -7, -11, 3, 17, -2
Nc1ccc(-c2nc3cc(N)ccc3s2)cc1
 : -4, 94, 97, 1.0, 8, 48, 1, 1, 1
O=C(Nc1ccc2c(c1)OCO2)C(c1ccccc1)N1CCN(C(=O)c2ccco2)CC1 (stereo unspecified)
 : 5, 107, 104, -0.3, -7, -14, -2, 1, -23

By substructure: the entries above with a cyano group
Order of results: MEKK2mut PB1 HTS, MEKK2 WT-MEK5, MEKK3 PB1 HTS, OXTR agonist, GPR7 antag, PHOSPHO1 inh, M18AAP inhibitor, NALP1 inh, FID counter
Cc1c(C(=O)N2CCCC2)sc(NC(=O)c2ccco2)c1C#N
 : 2, 96, 89, -0.4, -12, -6, 8, 16, -15
C/C(=N\NC(=O)c1ccc(CSc2nncn2C)cc1)c1ccc(C#N)cc1
 : 18, 99, 101, -0.4, -1, -1, -4, 13, -12
CCOc1ncccc1C(=O)OCc1ccc(C#N)cc1
 : 8, 111, 99, -2.3, -1, -1, 0, 31, -8

4 compounds from above, limited to MEKK2mut PB1 HTS and OXTR agonist.
SMILES,MEKK2mut PB1 HTS,OXTR agonist
CC(C)n1cc(C(=O)N2CCCC(N3CCN(c4cccc(Cl)c4)CC3)C2)cn1 (stereo unspecified),4,·
O=C(CN1C(=O)C2(OCCO2)c2ccccc21)c1ccc(Cl)cc1,-10,-0.9
Oc1ccc(C=Nc2ccc3ncccc3c2)c(O)c1,-6,-0.3
CCOC(=O)N1CCN(c2cc3nccnc3cc2F)CC1,6,-0.5

Reprinted at random: 2 entries already listed
Order of results: MEKK2mut PB1 HTS, MEKK2 WT-MEK5, MEKK3 PB1 HTS, OXTR agonist, GPR7 antag, PHOSPHO1 inh, M18AAP inhibitor, NALP1 inh, FID counter
O=C(c1cc(COc2ccc3c(c2)CCCC3)on1)N1CCCC1
 : 5, 104, 103, -0.7, -12, 47, 10, 9, -30
Cc1ccc(S(=O)(=O)N2CCOC2CNC(=O)C(=O)NCc2ccc(Cl)cc2)cc1 (stereo unspecified)
 : 2, 100, 96, 0.2, 6, -10, -3, 4, -30

Later entries:
Order of results: MEKK2mut PB1 HTS, MEKK2 WT-MEK5, MEKK3 PB1 HTS, OXTR agonist, GPR7 antag, PHOSPHO1 inh, M18AAP inhibitor, NALP1 inh, FID counter
O=C(CCN1C(=O)C2CCCCC2C1=O)Nc1ccc(F)c(F)c1F (stereo unspecified)
 : 0, 100, 101, -0.2, -14, 24, 9, -7, -3
COC(=O)C(CCSC)NC(=O)C12CC3CC(CC(C3)C1)C2 (stereo unspecified)
 : 2, 98, 99, 1.2, 0, 6, -10, -10, -10
CCOc1ccc(CN2CCN(S(=O)(=O)c3ccc(NC(C)=O)cc3)CC2)cc1
 : -5, 102, 106, 1.9, -7, 37, 4, 13, -2
COc1cc(-c2n[nH]c(=S)n2-c2ccc(Br)cc2)cc(OC)c1OC
 : 12, 113, 109, 5.6, 9, 36, 17, -2, -27
COc1ccc(-c2cc(-c3ccc(Cl)cc3)n[nH]2)c(O)c1
 : 6, 107, 109, 2.4, -15, -2, 5, 8, -2
CC1(C)Oc2ccc(NC(=O)c3ccco3)cc2O1
 : -1, 99, 103, 0.4, -2, 41, -4, 10, -4
CCOc1ccc(Oc2ccc(S(=O)(=O)N3CCOCC3)cc2N)cc1
 : 4, 100, 99, 4.5, -2, 8, -2, 12, -23
COc1ccc2c(CC(=O)N3CCN(S(=O)(=O)c4cccs4)CC3)coc2c1
 : -3, 100, 96, 4.1, 3, -2, -1, 12, -21
Cc1n[nH]c(C)c1CCN(C)Cc1cn(C)nc1-c1ccccc1F
 : -9, 91, 97, 0.0, -9, 41, -1, 6, 12
Cc1ccc(Cl)cc1N1CCN(C(=O)CN(c2ccccc2)S(=O)(=O)N(C)C)CC1
 : 4, 97, 103, 2.2, -7, -4, 4, 6, -12
COc1cccc(/C=C2/SC(=O)N(CC(=O)N3CCc4ccccc4C3)C2=O)c1OCC(=O)O
 : -5, 92, 90, -0.7, 8, 14, 16, -4, -29
COc1cccc(S(=O)(=O)NCc2ccc(C(=O)Nc3ccc(C)cc3)cc2)c1
 : 0, 91, 98, 1.2, 4, 8, -8, 10, -6
Cc1nc2ccccc2n1CCC(=O)Nc1cccc(F)c1
 : 13, 98, 95, 5.0, 8, 3, 1, -13, -2
COc1ccccc1C1CCN(C(=O)c2ccco2)CC1
 : 3, 109, 103, -2.8, -1, 12, -14, 20, -15
O=C(NNc1nc(-c2ccccc2)cs1)c1ccccc1
 : ·, ·, ·, 1.8, -7, -70, 10, 10, -3
COc1cccc2cc(-c3csc(CCn4nc(C)cc4C)n3)c(=O)oc12
 : 7, 101, 102, 4.3, -8, -20, 5, -2, -25
COc1ccc(-n2c(CCC(=O)O)ccc2-c2ccc(F)cc2)c(OC)c1
 : 8, 107, 107, 0.3, -11, 46, 11, 4, -30
NS(=O)(=O)c1ccc(NC(=O)CSc2nnc(Cc3cccs3)n2-c2ccccc2)cc1
 : 3, 105, 105, -0.9, 2, -7, -9, 22, -15
CC(C)CCn1c(O)c(N=NC(=O)c2ccco2)c2ccccc21
 : -2, 91, 92, -2.1, -10, -9, -6, 20, -7
Cc1ccc(NC(=O)CN(C)Cc2cc(=O)n3ccsc3n2)cc1
 : 3, 106, 104, 0.6, -1, 25, -1, ·, -12
COc1ccc(NC(=O)/C=C/c2ccccc2)c([N+](=O)[O-])c1
 : -4, 90, 93, -1.8, 7, -2, -7, 27, 4
CCN(CC)N=Nc1ccc(S(=O)(=O)Nc2c(C)n(C)n(-c3ccccc3)c2=O)cc1
 : 6, 105, 100, 0.1, -4, ·, 3, ·, -35
COc1ccc(OCc2cn3c(C)cc(C)nc3n2)cc1
 : 0, 103, 106, -0.9, -11, 18, -3, 22, -10
COc1cc(SC)ccc1C(=O)N1CC(C)OC(C)C1 (stereo unspecified)
 : -5, 98, 102, -1.3, -8, 23, -1, 2, 13
COCCN(Cc1cc2cc(C)ccc2nc1Cl)C(=O)Nc1ccccc1OC
 : 0, 99, 100, -1.2, 2, -12, -7, 0, 15
Cc1nn(-c2ccccc2)c(C)c1/C=C1\C(=O)N(C)C(=S)N1C
 : 2, 101, 107, -2.7, 1, 1, 6, 16, 3
C=CCNC(=O)C(=O)NCC1CCCN1CC (stereo unspecified)
 : -7, 93, 99, 0.7, -3, 36, 0, -3, -1
N/C(=N\OC(=O)Cc1cccs1)c1ccc(Cl)cc1
 : -3, 96, 97, -2.3, -8, 42, 4, ·, -2
CCN1CC(CNCc2cn(-c3ccc(OC)cc3)nc2-c2ccccc2Cl)CC1=O (stereo unspecified)
 : 0, 106, 98, 0.2, -23, 35, -1, 11, 4
Cc1cc(NCCCn2ccnc2)n2ncc(-c3ccccc3)c2n1
 : 11, 117, 102, 6.5, -4, 5, -4, -1, 15

2 entries from above, with bars between the fields:
smiles | MEKK2mut PB1 HTS | MEKK2 WT-MEK5 | MEKK3 PB1 HTS | OXTR agonist | GPR7 antag | PHOSPHO1 inh | M18AAP inhibitor | NALP1 inh | FID counter
CC(C)CCn1c(O)c(N=NC(=O)c2ccco2)c2ccccc21 | -2 | 91 | 92 | -2.1 | -10 | -9 | -6 | 20 | -7
Cc1ccc(NC(=O)CN(C)Cc2cc(=O)n3ccsc3n2)cc1 | 3 | 106 | 104 | 0.6 | -1 | 25 | -1 | · | -12
